HDAC3 inhib = blocks human histone deacetylase 3. O15379. AID 2718. recombinant HDAC3, fluorogenic peptide/trypsin coupled, fluorescence. 0.15% of 320,000 active. inhibition, % at 8.3 µM; in the data active = inhibition above about 26%, passing the limit was not always enough
Target sequence (O15379 whole entry, looked up): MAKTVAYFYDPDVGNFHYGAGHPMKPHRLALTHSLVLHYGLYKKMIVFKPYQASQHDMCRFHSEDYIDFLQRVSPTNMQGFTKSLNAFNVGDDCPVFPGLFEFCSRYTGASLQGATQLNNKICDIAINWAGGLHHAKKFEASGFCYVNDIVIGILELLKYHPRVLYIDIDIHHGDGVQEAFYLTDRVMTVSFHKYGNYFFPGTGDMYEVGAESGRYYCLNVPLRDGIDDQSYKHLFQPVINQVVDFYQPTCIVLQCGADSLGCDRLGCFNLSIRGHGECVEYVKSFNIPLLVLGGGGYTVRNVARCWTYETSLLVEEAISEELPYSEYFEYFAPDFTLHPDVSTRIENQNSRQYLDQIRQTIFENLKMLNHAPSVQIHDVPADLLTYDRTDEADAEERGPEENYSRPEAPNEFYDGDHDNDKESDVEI
Dyrk1A ADPGlo = Dyrk1A (rat) kinase inhibition. ADP-Glo luminescence, NFATc1 peptide. inhibition, % at 12.5 µM. 0.43% of 310,000 active. AID 504441; in the data active = inhibition above about 50%;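 also: plate controls were vehicle with enzyme for no effect and no enzyme for full effect; many of its hits are not listed in these tables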
Platelet DG rel = platelet dense granule release activity; human platelet-rich plasma, SFLLRN dense granule ATP release, luminescence; AID 1663; inhibition, %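 (compounds screened at 7.5 µM in platelet-rich plasma)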; 0.22% of 300,000 active;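 active = mean replicate score, as percent of positive control, at or above 50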
HSF1 inhib = HSF1 inhibition; 0.77% of 300,000 active; activity change, negative = inhibition, % at 7.5 µM (by protocol); NIH3T3-HGL HSE-luciferase, MG132-induced, luminescence 8 h; stronger effect = lower value; AID 2098;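 active = more than half of replicate wells show activity change below -50%, luminescence cut by over half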;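 also: luciferase reports HSF-1 transcriptional activity via heat shock element; 0% = median of DMSO wells and -100% = zero luminescence signal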
GSK3B inh = inhibitors of human GSK3beta kinase. activity score (negative = inhibition), % at 10 µM. GST-GSK3beta kinase, ADP-Glo luminescence, 60 min; stronger effect = lower value. AID 2097. P49841. 0.038% of 300,000 active;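 active = more than half of replicate wells score below -50%, meaning over 50% inhibition versus plate controls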;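 also: 0% = median DMSO wells and -100% = median GW8510 positive control wells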
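test system = GST-tagged human GSK3beta kinase, cell-free | reagent = 25 µM ATP with peptide substrate | dosing = one dose of 10 µM per compound | schedule = 60 min reaction, RT | detection = luminescent ADP-Glo measurement of ADP formed | control set = DMSO neutral wells and GW8510 at 20 µM as positive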
HSF1 activator = increases HSF-1 driven luciferase reporter signal; AID 504408; NIH3T3-HGL HSF-1 luciferase reporter, MG132, 8 h; 100% = twice DMSO control signal; activation, % at 9 µM; 1.7% of 300,000 active;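 active = mean replicate activation of at least 50% with a set share of replicates each reaching 50%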;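 also: 0% = median of the neutral control wells and 100% = twice that signal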
HSP90 refold inh = inhibitors of HSP90 luciferase refolding in rabbit reticulocyte lysate | luciferase refolding luminescence, 3 h | inhibition, % at 5.6 µM | 0.91% of 290,000 active;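 active = inhibition above the screen-wide mean plus 3 SD, computed separately per campaign, cut at about 16% in these data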;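 also: 0% = DMSO wells and 100% = 60 µM geldanamycin wells; inhibitors lower the luminescence because luciferase stays unfolded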
PolyA inhibitor = blocks polyadenylation in yeast reporter cells | S. cerevisiae SKY197-pL101 polyadenylation reporter, beta-gal luminescence; efflux-impaired pdr1/pdr3 knockout yeast; score 100 = 6 SD above DMSO | calls only at 12 µM | 0.02% of 300,000 active | AID 1875;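 active = lowest replicate activity score at least 50, where 100 means six control SD above control mean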;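 also: yeast exposed to compound for 9 h at 30 °C; higher score means more reporter readthrough which indicates perturbed polyadenylation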
GSK3 alpha inh = human GSK-3 alpha kinase inhibition. AID 2650. P49840. 0.1% of 320,000 active. inhibition, % at 10 µM. ADP-Glo luminescence, 60 min;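 in the data active = inhibition above about 50%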;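 also: GST-tagged GSK-3 alpha with peptide substrate and 25 µM ATP; 0% = DMSO neutral wells and 100% = GW8510 positive control wells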
Target sequence (P49840 whole entry, looked up): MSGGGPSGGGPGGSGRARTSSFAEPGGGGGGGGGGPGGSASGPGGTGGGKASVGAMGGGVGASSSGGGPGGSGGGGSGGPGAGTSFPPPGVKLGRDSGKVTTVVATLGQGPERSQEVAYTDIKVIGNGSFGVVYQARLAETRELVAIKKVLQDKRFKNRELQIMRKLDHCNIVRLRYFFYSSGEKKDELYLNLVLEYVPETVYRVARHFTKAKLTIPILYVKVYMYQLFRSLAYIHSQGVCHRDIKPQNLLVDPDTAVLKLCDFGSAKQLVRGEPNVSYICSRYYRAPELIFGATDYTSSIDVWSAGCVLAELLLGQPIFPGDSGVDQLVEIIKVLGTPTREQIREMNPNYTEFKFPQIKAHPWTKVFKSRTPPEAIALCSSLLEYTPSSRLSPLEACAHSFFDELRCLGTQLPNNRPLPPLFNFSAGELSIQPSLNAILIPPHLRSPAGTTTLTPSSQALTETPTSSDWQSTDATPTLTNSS
AI-2 QS modul = modulators of Vibrio harveyi AI-2 quorum sensing system. Vibrio harveyi JMH597 AI-2 luminescence/OD600 ratio, 9 h; stronger effect = lower value; strain lacks LuxN and CqsS sensors; 0 = neutral-control median. activity change, % at 7.5 µM. 0.4% of 300,000 active. AID 2094; in the data active = activity change below about -75%, passing the limit was not always enough;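 also: luminescence divided by OD600 gain over 9 h not by final OD600 alone; inactives centre near 13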
* hit, by the source's call; i = inactive; / = not tested or not shown.

structure	HSP90 refold inh	HSF1 activator	GSK3B inh	HSF1 inhib	PolyA inhibitor	Dyrk1A ADPGlo	AI-2 QS modul	GSK3 alpha inh	HDAC3 inhib	Platelet DG rel
C=CCNc1nc(C(=O)OCC(=O)c2ccccc2)cs1	4.9	38.2	-4.7	12.0	i	0.4	39.0	-1.1	0.1	-3.0
Cc1ccc(SCC2(O)CCN(C(=O)c3ccc(Cl)cc3)CC2)cc1	-1.0	-1.0	-0.8	2.3	i	11.2	16.2	-11.8	-0.7	-21.0
Cn1c(COc2ccccc2)nnc1SCc1cc(=O)[nH]c2ccccc12	-1.9	5.0	-0.1	-1.4	i	5.8	-13.2	-0.4	-1.4	1.0
NNC(=O)COc1ccccc1F	-1.1	0.4	3.5	4.7	i	-5.4	17.9	-0.1	2.0	12.1
Cc1nc2ccc(S(=O)(=O)NC(C(=O)NCc3cccs3)C(C)C)cc2s1 (centres undefined)	-3.9	-84.2	1.4	-80.6*	i	2.2	16.7	-2.1	-9.2	-19.2
O=C(Cn1c(SCC(=O)N2CCCc3ccccc32)nc2ccccc21)N1CCCC1	3.0	11.9	6.6	-0.5	i	-4.0	13.3	-1.8	0.1	-6.6
O=C(NCc1ccccc1)Nc1cccn(Cc2ccccc2Cl)c1=O	-0.5	8.0	-1.8	4.4	i	-3.9	-1.3	0.1	-0.9	-0.9
CCN(Cc1ccccc1)S(=O)(=O)c1ccc(OC)cc1	1.6	5.6	1.3	0.8	i	10.8	15.1	-1.4	0.6	4.8

Additional entries follow.
structure	HSP90 refold inh	HSF1 activator	GSK3B inh	HSF1 inhib	PolyA inhibitor	Dyrk1A ADPGlo	AI-2 QS modul	GSK3 alpha inh	HDAC3 inhib	Platelet DG rel
C=CCNC(=S)Nc1nc2c(cc1C(=O)OCC)COC(C)(C)C2	1.9	-0.8	1.1	-3.7	i	-8.8	30.3	-0.3	-5.7	-1.7
CN(c1ccc(OCC(=O)OCC(=O)Nc2ccccc2)cc1)S(=O)(=O)c1ccc(F)cc1	0.1	25.4	-4.8	5.1	i	-5.3	20.6	-2.4	-3.1	2.2
CC(=O)c1c(C)nc(Nc2nc(C)c3cc(C)ccc3n2)nc1C	-0.9	-36.9	2.4	-21.0	i	-5.2	22.1	0.6	-5.9	2.2
CCC(C)N(C(=O)COC(=O)c1nc2nc(C)cc(C)n2n1)C1CCS(=O)(=O)C1 (centres undefined)	/	4.8	0.0	4.2	i	1.3	33.7	-0.9	-0.5	-21.1
CCCS(=O)(=O)c1c(S(=O)(=O)CCC)c2cnccn2c1C(=O)c1ccc(OC)cc1	-0.2	-6.1	-4.8	-11.5	i	5.5	-3.4	-0.7	2.9	-8.7
COc1cc(SC)ccc1C(=O)Nc1ccccc1C#N	2.3	26.4	-0.1	9.5	i	1.7	14.3	-2.9	0.1	1.7
O=C(Nc1cc2c(cc1Cl)OCCCO2)c1ccco1	3.3	17.8	1.3	16.7	i	4.9	17.3	0.4	0.1	-13.4
N#Cc1ccc(OCC(O)CN2CCN(C(c3ccccc3)c3ccccc3)CC2)cc1 (centres undefined)	8.6	4.5	-1.1	7.9	i	1.8	5.9	1.2	5.7	-1.8

Part of the list above, with values ahead of the structure.
HSP90 refold inh,HSF1 activator,GSK3B inh,HSF1 inhib,PolyA inhibitor,Dyrk1A ADPGlo,AI-2 QS modul,GSK3 alpha inh,HDAC3 inhib,Platelet DG rel,smiles
0.1,25.4,-4.8,5.1,i,-5.3,20.6,-2.4,-3.1,2.2,CN(c1ccc(OCC(=O)OCC(=O)Nc2ccccc2)cc1)S(=O)(=O)c1ccc(F)cc1
-0.9,-36.9,2.4,-21.0,i,-5.2,22.1,0.6,-5.9,2.2,CC(=O)c1c(C)nc(Nc2nc(C)c3cc(C)ccc3n2)nc1C
/,4.8,0.0,4.2,i,1.3,33.7,-0.9,-0.5,-21.1,CCC(C)N(C(=O)COC(=O)c1nc2nc(C)cc(C)n2n1)C1CCS(=O)(=O)C1 (centres undefined)
-0.2,-6.1,-4.8,-11.5,i,5.5,-3.4,-0.7,2.9,-8.7,CCCS(=O)(=O)c1c(S(=O)(=O)CCC)c2cnccn2c1C(=O)c1ccc(OC)cc1
2.3,26.4,-0.1,9.5,i,1.7,14.3,-2.9,0.1,1.7,COc1cc(SC)ccc1C(=O)Nc1ccccc1C#N

The list goes on.
structure	HSP90 refold inh	HSF1 activator	GSK3B inh	HSF1 inhib	PolyA inhibitor	Dyrk1A ADPGlo	AI-2 QS modul	GSK3 alpha inh	HDAC3 inhib	Platelet DG rel
Cc1ccccc1C(=O)Nc1c2c(nc3ccccc13)CCCC2	-2.2	-1.9	-3.3	-5.4	i	-4.4	12.2	-0.9	-2.0	1.5
CCN=C(Nc1ccc2c(c1)OCO2)SC1CC(=O)N(c2ccccc2F)C1=O (centres undefined)	1.5	35.7	2.5	7.6	i	18.3	22.7	0.4	-4.7	-0.4
Cc1ccccc1Cn1ccc(-c2ccc3c(c2)OCO3)n1	-2.4	40.4	-0.8	22.8	i	0.2	-22.1	-1.3	0.3	4.7
O=C(c1cccc(NC2=NC3CS(=O)(=O)CC3S2)c1)N1CCN(c2cccc(Cl)c2)CC1 (centres undefined)	0.5	12.4	2.1	11.5	i	-3.6	58.8	-0.2	-10.0	-4.7
O=C(O)C1Cc2ccccc2CN1S(=O)(=O)c1ccc2ccccc2c1 (centres undefined)	-5.1	5.9	5.3	-4.2	i	1.3	-10.4	1.0	-3.0	/
CC(C)n1c(SC2C(=O)CC(C)(C)CC2=O)nc2c1c(=O)n(C)c(=O)n2C	1.8	-20.3	3.7	1.4	i	-4.8	12.4	-0.4	-0.6	-0.4
CC(=O)c1ccc(NC2c3ncccc3C(=O)N2Cc2ccc(F)cc2)cc1 (centres undefined)	3.5	16.4	1.2	3.7	i	-43.1	40.2	/	/	0.7
O=C(O)COc1cccc(NC(=O)C2CCCO2)c1 (centres undefined)	3.7	11.3	2.6	-4.6	i	-2.2	6.6	-0.9	-6.6	-77.6

Additional results follow.
structure	HSP90 refold inh	HSF1 activator	GSK3B inh	HSF1 inhib	PolyA inhibitor	Dyrk1A ADPGlo	AI-2 QS modul	GSK3 alpha inh	HDAC3 inhib	Platelet DG rel
COc1ccc(CNC(=O)CC(C)S(=O)(=O)c2ccc3c(c2)NC(=O)CO3)cc1 (centres undefined)	-1.9	0.2	0.0	-1.7	i	1.4	/	-0.2	-3.6	2.4
COc1ccc(N(C(=O)c2csnn2)C(C(=O)NC2CCCC2)c2cccs2)cc1 (centres undefined)	-5.1	18.5	3.9	6.8	i	-1.3	6.4	-0.8	-2.8	-1.4
O=C(NC(Cc1ccccc1)C(=O)O)/C(=C\c1ccco1)NC(=O)c1ccco1 (centres undefined)	-7.1	-4.1	-1.0	-3.6	i	7.3	3.8	-4.3	4.2	-1.4
CC(C)c1ccc(OCC(=O)NCc2n[nH]c(=O)c3ccccc23)cc1	/	-1.3	1.4	-3.8	i	-2.2	7.9	-0.8	-0.8	14.7
CC(=O)Nc1ccc(NC(=O)c2ccc(N(C)S(=O)(=O)c3ccc(C)cc3)cc2)cc1	4.2	-5.8	-0.6	0.1	i	5.4	5.3	0.1	-2.4	26.7
Cc1ccc(C)c(N(CC(=O)NC2CCCCC2)C(=O)c2csnn2)c1	-0.8	1.4	-0.7	-8.2	i	-14.5	24.5	-2.2	2.4	-0.8
COc1cc(NS(=O)(=O)c2ccc(OC)c(OC)c2)cc(OC)c1	0.5	4.1	1.1	0.9	i	-1.6	35.8	0.2	8.7	-5.4
O=C(Cc1ccccc1)N[C@@H](Cc1ccccc1)C(=O)O	3.1	-6.8	-4.9	-2.1	i	-4.5	3.6	-2.6	-2.9	-4.2

(next part)
structure	HSP90 refold inh	HSF1 activator	GSK3B inh	HSF1 inhib	PolyA inhibitor	Dyrk1A ADPGlo	AI-2 QS modul	GSK3 alpha inh	HDAC3 inhib	Platelet DG rel
O=C(NC1CCS(=O)(=O)C1)c1cnccn1 (centres undefined)	-1.9	2.1	0.9	4.9	i	0.7	5.6	-6.4	-2.3	-6.6
CCCC1CCC(c2ccc(/C(N)=N/O)cc2)CC1 (centres undefined)	-10.1	19.9	/	-3.3	i	/	/	-0.7	0.6	5.1
N#CCSc1n[nH]c2nc3c(c(=O)n12)C1(CCCCC1)Cc1ccccc1-3	2.2	-6.9	0.6	-1.7	i	-1.5	14.1	0.6	-8.2	-0.7
CCC1(CC)Cc2ccccc2C(=O)N1	-2.5	8.0	2.1	2.9	i	2.9	35.4	2.0	-4.2	-1.9
O=C(CSc1cccc(C(F)(F)F)c1)Nc1cc(S(=O)(=O)N2CCCC2)ccc1Cl	3.8	28.6	-3.2	5.2	i	3.6	-4.0	-3.0	-0.7	16.2
COc1cccc(CNC(=O)CC(NC(C)=O)c2ccccc2)c1 (centres undefined)	-1.7	-2.6	6.6	-1.6	i	-2.1	16.1	-2.1	-2.0	-0.6
Cc1nc(-c2ccc(NC(=O)C3CC3)cc2)cs1	-2.0	15.6	2.4	15.7	i	-7.0	28.7	-0.9	-4.2	-1.5
COc1ccc(NC(=O)CSc2nc3scc(C)c3c(=O)[nH]2)cc1	4.1	19.9	-3.6	10.8	i	-1.1	7.6	-1.7	-3.8	-2.2

(further entries)
structure	HSP90 refold inh	HSF1 activator	GSK3B inh	HSF1 inhib	PolyA inhibitor	Dyrk1A ADPGlo	AI-2 QS modul	GSK3 alpha inh	HDAC3 inhib	Platelet DG rel
CC(C)c1nnc(NC(=O)CCC(=O)N2CCN(c3ccccc3F)CC2)s1	-3.3	21.2	3.5	7.2	i	6.0	-0.6	4.3	5.1	8.3
CC(=O)N1CCN(C(=O)c2cc(S(=O)(=O)N(C)c3ccc(F)cc3)ccc2Cl)CC1	/	1.4	0.4	1.5	i	-0.9	3.2	-1.9	4.1	-20.0
Cc1cc(OCC(=O)Nc2ccc(CN3CCCCC3)cc2)ccc1Cl	4.6	-6.9	1.6	-0.1	i	-0.7	37.9	4.8	-8.2	4.3
COc1cc(OC)cc(C(=O)N[C@H](C(=O)OCC(=O)Nc2ccc(F)c(F)c2F)C(C)C)c1	-1.5	-8.4	2.4	-3.3	i	/	11.8	-1.3	6.7	13.6
CC(C)/C=C1\CC/C(=C\c2ccc(N(C)C)cc2)C1=O	0.0	26.6	-2.9	16.9	i	2.0	14.0	/	/	-3.8
Cc1ccc(C)c(OCc2ccc(C(=O)N3N=C(C(F)F)CC3(O)C(F)F)o2)c1 (centres undefined)	-1.6	21.8	-3.0	2.1	i	-2.6	14.1	-3.0	-1.0	8.5
COc1ccc(-c2cc(C)no2)cc1S(=O)(=O)NCC(C)c1ccccc1 (centres undefined)	0.4	15.7	2.4	11.1	i	-4.9	24.1	0.2	1.4	-4.9

Not all compounds are listed. The share of hits here may be higher or lower than overall.
